Assay outcomes: PubChem, several laboratories
PfM18AAP inh – blocks P. falciparum M18 aspartyl aminopeptidase; recombinant PfM18AAP, H-Glu-NHMec fluorogenic cleavage; inhibition, % at 7.35 µM; 290,000 compounds, 1.2% hits; AID 1822;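 active means inhibition above the campaign mean inhibition over all tested compounds plus 3 SD, cut at about 28% in these data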;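 further: 0% = plate median of test compound wells and 100% = 2 mM ZnCl2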
GalR3 antagonist – human GalR3 antagonism. inhibition, % at 3 µM. 360,000 compounds, 0.44% hits. HEK293 GalR3-CNG cAMP membrane potential fluorescence; galR3 body fused to GalR1 C-terminus. O60755;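 active means inhibition above the screen-wide average plus 3 SD, cut at about 13% in these data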;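 further: forskolin and galanin both at EC90 stimulate the cells; cAMP rise reported by CNG channel membrane potential dye signal; 0% = forskolin plus galanin with DMSO and 100% = forskolin alone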
Target sequence (O60755 1-299 limits assumed): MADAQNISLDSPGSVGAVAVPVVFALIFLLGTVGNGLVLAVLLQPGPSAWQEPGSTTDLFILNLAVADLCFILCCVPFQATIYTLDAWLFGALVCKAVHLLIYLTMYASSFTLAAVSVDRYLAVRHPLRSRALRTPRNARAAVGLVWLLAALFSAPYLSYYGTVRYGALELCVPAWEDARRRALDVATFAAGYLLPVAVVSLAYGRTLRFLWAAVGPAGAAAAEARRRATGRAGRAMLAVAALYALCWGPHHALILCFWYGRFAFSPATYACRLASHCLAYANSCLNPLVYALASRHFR
MEKK2wt PB1 HTS – raises or lowers MEK5 binding to wildtype human MEKK2 PB1 domain; Q9Y2U5; bead flow cytometry, Alexa488-MEK5 binding to MEKK2 WT; actives lie on both sides; binding response (% of control), % at 10 µM; 290,000 compounds, 1.1% hits; in the data active means binding response below about 67% or above about 130%
OXTR potentiate – potentiates the human oxytocin receptor response; 320,000 compounds, 0.061% hits; CHO-OTR cells, Fluo-8 calcium fluorescence, potentiator mode; 0% = oxytocin EC15, 100% = EC100; P30559; activation, % at 3 µM;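 active means activation above that plate's cutoff, the mean activation of tested compounds plus 3 SD, cut at about 6.6% in these data, passing the limit was not always enough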;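 further: 100% uses oxytocin at 75 nM as the full agonist control; some results filed as inactive read as strong as hits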
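System: human OTR in CHO cells / Also added: sub-maximal oxytocin, roughly EC15 / Control set: EC15 oxytocin low, 75 nM oxytocin high / Schedule: 6 min compound pre-incubation at room temperature, 100 s kinetic read / Compound: single-point 3.0 µM / Replication: singlicate / Technique: Fluo-8 calcium dye fluorescence / Read-out basis: % activation of max/min ratio relative to oxytocin controls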
NALP1 inh – NALP1 inhibition | 280,000 compounds, 0.61% hits | S. cerevisiae NALP1/ASC/caspase-1 growth, X-gal OD620, 72 h | inhibition, % at 10 µM | AID 2071; in the data active means inhibition mostly above about 24%, no sharp cut-off; inactive means mostly below about 32%; further: some compounds called inactive have numbers as strong as hits
GPR7 antag – human neuropeptides B/W receptor 1 antagonism; GPR7-expressing cells, fluorescence antagonist assay; inhibition, % at 4.4 µM; 290,000 compounds, 1.1% hits; AID 1861; in the data active means inhibition above about 16%, passing the limit was not always enough;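 further: cells stimulated with the agonist NPW; 0% = agonist with vehicle and 100% = vehicle without agonist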
Target sequence (P48145 whole entry, looked up): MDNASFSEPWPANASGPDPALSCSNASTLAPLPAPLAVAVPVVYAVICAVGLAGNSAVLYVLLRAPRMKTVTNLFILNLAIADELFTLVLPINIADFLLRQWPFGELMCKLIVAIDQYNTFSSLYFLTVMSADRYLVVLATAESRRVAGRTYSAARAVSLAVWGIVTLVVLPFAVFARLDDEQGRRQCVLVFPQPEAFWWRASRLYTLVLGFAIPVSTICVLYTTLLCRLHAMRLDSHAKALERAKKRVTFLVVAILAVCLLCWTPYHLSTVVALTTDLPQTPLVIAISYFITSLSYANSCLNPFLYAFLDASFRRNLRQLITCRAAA
OXTR ag – activates the human oxytocin receptor. CHO-OTR cells, Fluo-8 calcium fluorescence; normalized: DMSO 0%, oxytocin 100%. activation, % at 3 µM. 320,000 compounds, 0.32% hits. AID 2435;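 active means activation above the mean of all tested compounds plus 3 SD, cutoff set per screening run, cut at about 20% in these data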;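 further: peak over basal fluorescence ratio from a 100 s FLIPR kinetic read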
V1R ag counter – counter-screen for oxytocin receptor agonists: human V1a receptor agonists; CHO-V1R cells, Fluo-8 calcium fluorescence, agonist mode; 0% DMSO, 100% 3 nM vasopressin; activation, % at 3 µM; P37288; 320,000 compounds, 0.25% hits;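 active means activation above the mean activation of all tested compounds plus 3 SD, per screening run, cut at about 20% in these data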;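 further: signal is peak over basal fluorescence ratio across a 100 second FLIPR read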
Target sequence (P37288 whole entry, looked up): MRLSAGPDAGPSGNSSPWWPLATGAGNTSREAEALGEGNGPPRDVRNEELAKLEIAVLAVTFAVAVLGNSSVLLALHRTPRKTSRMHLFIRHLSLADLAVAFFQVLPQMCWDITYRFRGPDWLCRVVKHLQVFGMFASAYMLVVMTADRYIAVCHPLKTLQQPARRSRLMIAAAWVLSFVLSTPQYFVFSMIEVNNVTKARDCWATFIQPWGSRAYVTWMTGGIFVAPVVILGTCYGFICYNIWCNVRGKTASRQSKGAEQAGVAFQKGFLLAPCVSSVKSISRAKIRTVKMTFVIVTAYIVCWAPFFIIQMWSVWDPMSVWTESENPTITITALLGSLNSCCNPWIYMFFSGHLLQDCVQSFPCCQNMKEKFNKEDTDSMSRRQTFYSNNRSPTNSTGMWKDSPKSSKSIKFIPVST
MEKK2 mut-MEK5 – signal of MEK5 binding to mutant human MEKK2 PB1 domain; bead flow cytometry, Alexa488-MEK5 binding to MEKK2 mutant; percent response, % at 10 µM; 290,000 compounds, 0.35% hits; AID 1530; in the data active means percent response above about 24%, passing the limit was not always enough; further: inactives centre near 1; some results filed as inactive read as strong as hits
Active calls of the source: *; . = no result given. Outcome played no part in choosing rows (roughly 4.1% active in at least one column).

canonical_smiles | V1R ag counter | GPR7 antag | NALP1 inh | PfM18AAP inh | OXTR potentiate | GalR3 antagonist | OXTR ag | MEKK2wt PB1 HTS | MEKK2 mut-MEK5
Cc1cc(N/N=C/c2ccc([N+](=O)[O-])o2)nc2ccccc12 | 7.4 | 6.3 | 7.2 | -2.0 | -11.2 | -4.8 | 5.6 | 93.0 | 0.0
O=C(C1CC(c2cccc(Br)c2)=NO1)N1CCc2ccccc2C1 (configuration not stated) | -0.7 | 3.0 | -6.6 | -4.3 | -5.6 | -5.5 | -1.2 | 96.0 | -3.0
CCn1c(=O)cc(OCC(=O)Nc2cccc(C)n2)c2ccccc21 | -0.6 | -4.7 | 11.3 | 0.4 | -11.0 | -1.1 | -1.5 | 98.0 | -1.0
COc1ccc(C2Nc3ccccc3C(=O)N2NS(C)(=O)=O)cc1OC (configuration not stated) | 0.6 | 16.1 | 6.8 | 0.2 | -15.3 | -0.4 | -0.5 | . | .
CC(=O)NC(Cc1cccc(F)c1)C(=O)NC1CCN(c2ncccc2[N+](=O)[O-])CC1 (configuration not stated) | 0.5 | -2.9 | -5.9 | 0.4 | -8.1 | 1.5 | 0.5 | 105.0 | 0.0
CCN1CCN(c2ccc(S(=O)(=O)N3CCCCC3)cc2NC(=O)c2ccc(F)cc2)CC1 | 0.5 | -5.1 | 38.6 | 2.7 | 0.5 | -7.9 | 1.4 | 103.0 | 2.0
Cc1ccc(CC(=O)Nc2ccc(S(=O)(=O)N3CCOCC3)cc2)cc1 | 3.4 | 3.4 | -2.3 | 0.1 | -6.7 | -3.3 | 5.3 | 103.0 | -2.0
O=C(c1cccc(S(=O)(=O)N2CCCC2)c1)N1CCN(Cc2ccccc2)CC1 | 13.8 | . | . | . | -4.9 | -5.9 | 0.8 | . | .
O=C(Nc1ccc(-c2nc3ccccc3o2)cc1)c1cc(-n2cnnc2)ccc1Cl | 4.9 | -6.2 | -0.2 | -7.6 | -8.0 | -7.8 | 6.2 | 97.0 | -4.0
O=C(COc1ccccc1)N1CCN=C1SCc1cccc(F)c1 | -0.4 | -11.4 | . | 1.6 | 2.8 | 4.0 | -0.2 | 102.0 | 2.0
CC(C)Oc1cccc(C(=O)N2CCCC2)c1 | -0.7 | 8.9 | 5.2 | 1.7 | -8.0 | 0.5 | -0.8 | 102.0 | 2.0
Cc1ccc(CN(c2ccc(C(=O)Nc3cccnc3)cc2)S(C)(=O)=O)cc1 | 3.8 | 5.3 | 0.2 | -4.0 | -8.2 | -4.6 | 7.0 | 103.0 | 8.0
Cc1cc(C)c(NC(=O)CCc2c(C)noc2C)c(C)c1 | 0.0 | . | . | . | 2.2 | -1.9 | 0.2 | . | .
Cc1cccc(NC(=O)C2CCCN2C(=O)Oc2ccccc2)c1 (configuration not stated) | -1.4 | -3.9 | 44.9* | -1.7 | -2.5 | 2.3 | -1.3 | 94.0 | -5.0
CCOP(=O)(OCC)C(NC(=O)Nc1cccc(Cl)c1)C(N)=O (configuration not stated) | -0.2 | 1.0 | 13.0 | -1.6 | -4.3 | -0.1 | 0.2 | 96.0 | -2.0
O=C(CSc1n[nH]c(=O)n1Cc1ccco1)Nc1ccccc1Cl | 0.5 | 1.0 | . | -8.8 | -2.5 | -4.2 | -0.5 | 79.0 | -16.0
O=C(Nc1ccc(F)cc1F)c1ccc2nc(N3CCOCC3)sc2c1 | 7.4 | -7.0 | 10.2 | -8.6 | -9.3 | 2.8 | -2.0 | 93.0 | -1.0
CC(=O)NCCC(=O)N1CCCC(N2CCN(c3cccc(Cl)c3)CC2)C1 (configuration not stated) | 0.1 | -7.5 | 11.9 | -4.2 | -9.9 | -2.1 | -0.7 | 103.0 | 2.0
CC1CCC(C(C)C)C(OC(=O)C2=C3c4ccccc4S(=O)(=O)N3CC2)C1 (configuration not stated) | 0.0 | -4.5 | 1.2 | -0.4 | -5.5 | -3.8 | -0.1 | 104.0 | 3.0
CS(=O)(=O)N(CC(=O)NCCSCc1cccc(Cl)c1)c1ccc(F)cc1 | 2.2 | -1.4 | 13.2 | 2.1 | -22.5 | -8.6 | -0.8 | 103.0 | -1.0
Cc1c(/C=N/n2cnnc2)c2ccccc2n1CCOc1ccccc1 | 0.9 | 9.2 | 21.1 | 1.6 | -10.7 | -3.6 | 0.5 | 109.0 | 5.0
COc1cccc(C(=O)O/N=C(\N)CS(=O)(=O)c2ccccc2)c1 | 0.3 | -12.7 | 5.5 | 1.1 | -7.3 | -2.4 | -0.5 | 95.0 | -4.0
Cc1cccn2c(=O)c(/C=C(\C#N)C(N)=O)c(N3CCN(Cc4ccc5c(c4)OCO5)CC3)nc12 | -1.8 | -2.5 | 20.4 | -2.3 | -6.4 | 2.5 | -2.7 | 115.0 | 11.0
CCN(CC)C(=O)CSc1ncnc2c1cnn2Cc1ccccc1 | 3.9 | -4.7 | -9.3 | -17.9 | -6.1 | -1.4 | 0.5 | 100.0 | -2.0
Cc1ccc(N2C(=O)CCC2(C#N)c2ccccc2)cc1 (configuration not stated) | 0.0 | -11.9 | 19.2 | -10.0 | -4.6 | -2.9 | -0.2 | 82.0 | -24.0
CCCOc1ccc(OCCn2nc(C(=O)O)c3ccccc3c2=O)cc1 | 1.8 | -3.3 | -7.4 | -5.7 | -8.0 | 0.4 | 1.1 | 106.0 | -1.0
Cc1ccc(COCC(CC(C)C)N2CCN(C(=O)c3cccc(C(F)(F)F)c3)CCC2=O)cc1 (configuration not stated) | -1.5 | -1.6 | 22.9 | 6.8 | -7.9 | -2.8 | -1.9 | 93.0 | 2.0
COc1cc(/C=N/NC(=O)c2ccc(CSc3nc4ccccc4[nH]3)cc2)cc(OC)c1OC | 0.1 | 2.5 | 11.1 | -6.0 | -2.9 | 1.6 | 0.8 | 94.0 | -2.0
C[C@@]12C(=O)Nc3cc(Cl)ccc3C(=O)N1[C@H]1c3cc(Br)ccc3OC[C@@H]1[C@@H]2c1ccccc1 | 1.6 | . | . | . | -14.6 | -4.8 | -0.1 | . | .
Cc1noc(C)c1C(=O)Nc1ccc(-n2ccc(C(F)(F)F)n2)cc1 | 3.2 | 25.4 | 3.6 | 3.6 | -18.2 | . | 0.9 | 110.0 | 11.0
Cc1nc(-c2ccccc2)cc(-c2ccccc2)n1 | -0.9 | . | . | . | -1.1 | -0.6 | -2.4 | . | .
O=C(c1cc(F)ccc1F)C1CCCN(C(=O)c2ccc3nccnc3c2)C1 (configuration not stated) | -0.9 | -0.6 | 5.2 | -3.9 | -16.6 | 0.6 | -1.7 | 96.0 | 2.0
Cc1ccc(C2=NN(S(C)(=O)=O)C(c3ccc4c(c3)OCO4)C2)cc1 (configuration not stated) | 4.0 | -2.3 | 16.5 | 5.2 | -10.8 | -2.3 | 1.6 | . | 25.0
COc1ccc(C(=O)COC(=O)c2cc(=O)[nH]c3ccccc23)c(OC)c1 | -1.0 | . | . | . | -1.0 | -2.9 | -1.7 | . | .
CCOC(=O)c1nc(C)nc(Sc2n[nH]c(-c3ccccc3)n2)c1C | -0.5 | -13.4 | 19.7 | 3.4 | -1.1 | -5.8 | -0.3 | 110.0 | 25.0
COc1ccc(-c2csc(NC(=O)CSCC(=O)Nc3cc(C)on3)n2)cc1OC | 1.1 | . | . | . | -0.3 | -2.4 | -0.3 | . | .
Cc1ccc(C(=O)NNC(=O)c2cc(C)nc3ccccc23)cc1 | 1.3 | . | . | . | -6.2 | -5.3 | 1.6 | . | .
COc1ccc(C)c(Cn2c(-c3nonc3N)nc3ccccc32)c1 | 0.2 | -10.8 | -0.6 | -3.2 | -4.2 | -10.8 | -0.7 | . | .
COC(=O)[C@@]1(Cc2ccccc2)C=C[C@@H](C)N1C(C)=O | 0.4 | . | . | . | -8.9 | -8.0 | 0.4 | 109.0 | 9.0
COc1cc(/C=N/NC(=O)c2ccncc2)cc(OC)c1OC | 0.0 | -10.2 | 3.7 | 3.8 | -9.2 | -11.7 | 0.6 | 105.0 | 5.0
CCOc1cc(NC(=S)NC)c(OCC)cc1NC(=O)c1ccco1 | 1.8 | 3.5 | . | 1.6 | -1.7 | -3.2 | 0.4 | 108.0 | 1.0
CCOc1ccc(NS(=O)(=O)c2ccc(C(=O)NCc3ccccn3)cc2)cc1 | 26.9* | . | . | . | -18.8 | -1.1 | 30.9* | . | .
CCC(CC)N1CCN(CCc2ccccc2)C(CCO)C1 (configuration not stated) | 1.1 | -3.1 | -6.7 | 0.6 | -0.8 | 0.2 | 1.4 | 102.0 | 1.0
CC(=O)Nc1ccc(C(=O)OCC(=O)c2ccc(F)cc2)cc1 | 1.1 | 4.6 | 27.1 | 1.2 | -4.8 | -1.4 | 0.3 | 98.0 | 0.0
Cc1nc2c(-c3ccc(F)cc3)c(C)nn2c(N2CCOCC2)c1C | -1.9 | -10.2 | -6.4 | -3.9 | -10.1 | -3.3 | -2.1 | 109.0 | 6.0
O=C(CSc1ccccc1)Nc1nccs1 | 1.0 | -6.2 | 13.4 | -4.7 | 3.2 | -5.1 | 1.2 | 92.0 | -2.0
CCn1c(Cc2ccccc2)nnc1SCC(=O)Nc1ccc(S(N)(=O)=O)cc1 | -0.3 | -9.3 | 9.1 | 6.3 | 4.3 | 1.3 | 0.3 | 98.0 | 3.0
CCN(C(=O)CSc1n[nH]c(N)n1)c1cccc2ccccc12 | 0.9 | . | . | . | -1.0 | -0.5 | 1.1 | . | .
Cc1cc(=O)[nH]c(N2CCN(Cc3ccccc3)CC2)n1 | -0.1 | -3.4 | -1.5 | -1.8 | 0.9 | -4.9 | 0.2 | 95.0 | -5.0
Cc1cc(=O)oc2c(CN3CCCC3)c(O)ccc12 | 0.8 | -9.0 | 11.4 | 5.5 | 0.4 | -4.7 | 0.8 | 102.0 | 2.0
Cc1ccccc1CS(=O)(=O)c1cnc2ccccc2n1 | -1.4 | -18.9 | 17.4 | 4.5 | -2.7 | -0.3 | -1.4 | 97.0 | -5.0
O=C1NCN(c2ccccc2)C12CCN(c1nnnn1-c1ccccc1)CC2 | 0.7 | -4.8 | 8.9 | 0.7 | -8.5 | -5.3 | 0.9 | 97.0 | -2.0
O=C(OCCNC(=O)c1ccc2ccccc2n1)c1ccc(F)cc1 | -0.3 | -2.5 | 4.4 | 2.8 | 3.2 | -1.9 | -0.3 | 107.0 | 5.0
Cc1occc1C(=O)N/N=C/c1ccc(-c2ccccc2)cc1 | 2.4 | -10.2 | 12.6 | -3.6 | -11.4 | -9.8 | -1.0 | 99.0 | 0.0
C=C(C)CCC1(C)NC(=O)N(c2ccccc2)N1 (configuration not stated) | 0.4 | 0.6 | 31.6 | 0.1 | -3.2 | -7.5 | 0.7 | 93.0 | -3.0
O/N=C1\CCSc2ccc(F)cc21 | 0.9 | -3.3 | 9.7 | -2.2 | -2.9 | -0.2 | 0.2 | 71.0 | -14.0
